ABCG2 block: human ABCG2 inhibition, ABCB1 as counter-screen; inhibition, % at 6.6 µM; IgMXP3 cells, JC-1 efflux, flow cytometry; AID 1325; 190,000 tested, 0.1% active; Q9UNQ0;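 active means inhibition above 80%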;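 further: 0% = DMSO and 100% = nicardipine control wells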
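Measure – % inhibition of efflux relative to nicardipine and DMSO · Test system – ABCG2 IgMXP3 and barcoded ABCB1 CCRF-Adr cell mix · Control set – nicardipine as high control, DMSO as low control · Compound – one concentration, 6.6 µM final · Signal – flow cytometry of retained JC-1 fluorescence · Timing – 10 min exposure at 25 °C with rotation, no wash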
ABCB1 inh: human ABCB1 inhibition, ABCG2 as counter-screen. inhibition, % at 6.6 µM. 190,000 tested, 0.067% active. CCRF-Adr cells, JC-1 efflux, flow cytometry. P08183; in the data active means inhibition above about 40%;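 further: 0% = vehicle and 100% = reference inhibitor; higher value means more JC-1 retained so stronger ABCB1 efflux block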
Target sequence (P08183 whole entry, looked up): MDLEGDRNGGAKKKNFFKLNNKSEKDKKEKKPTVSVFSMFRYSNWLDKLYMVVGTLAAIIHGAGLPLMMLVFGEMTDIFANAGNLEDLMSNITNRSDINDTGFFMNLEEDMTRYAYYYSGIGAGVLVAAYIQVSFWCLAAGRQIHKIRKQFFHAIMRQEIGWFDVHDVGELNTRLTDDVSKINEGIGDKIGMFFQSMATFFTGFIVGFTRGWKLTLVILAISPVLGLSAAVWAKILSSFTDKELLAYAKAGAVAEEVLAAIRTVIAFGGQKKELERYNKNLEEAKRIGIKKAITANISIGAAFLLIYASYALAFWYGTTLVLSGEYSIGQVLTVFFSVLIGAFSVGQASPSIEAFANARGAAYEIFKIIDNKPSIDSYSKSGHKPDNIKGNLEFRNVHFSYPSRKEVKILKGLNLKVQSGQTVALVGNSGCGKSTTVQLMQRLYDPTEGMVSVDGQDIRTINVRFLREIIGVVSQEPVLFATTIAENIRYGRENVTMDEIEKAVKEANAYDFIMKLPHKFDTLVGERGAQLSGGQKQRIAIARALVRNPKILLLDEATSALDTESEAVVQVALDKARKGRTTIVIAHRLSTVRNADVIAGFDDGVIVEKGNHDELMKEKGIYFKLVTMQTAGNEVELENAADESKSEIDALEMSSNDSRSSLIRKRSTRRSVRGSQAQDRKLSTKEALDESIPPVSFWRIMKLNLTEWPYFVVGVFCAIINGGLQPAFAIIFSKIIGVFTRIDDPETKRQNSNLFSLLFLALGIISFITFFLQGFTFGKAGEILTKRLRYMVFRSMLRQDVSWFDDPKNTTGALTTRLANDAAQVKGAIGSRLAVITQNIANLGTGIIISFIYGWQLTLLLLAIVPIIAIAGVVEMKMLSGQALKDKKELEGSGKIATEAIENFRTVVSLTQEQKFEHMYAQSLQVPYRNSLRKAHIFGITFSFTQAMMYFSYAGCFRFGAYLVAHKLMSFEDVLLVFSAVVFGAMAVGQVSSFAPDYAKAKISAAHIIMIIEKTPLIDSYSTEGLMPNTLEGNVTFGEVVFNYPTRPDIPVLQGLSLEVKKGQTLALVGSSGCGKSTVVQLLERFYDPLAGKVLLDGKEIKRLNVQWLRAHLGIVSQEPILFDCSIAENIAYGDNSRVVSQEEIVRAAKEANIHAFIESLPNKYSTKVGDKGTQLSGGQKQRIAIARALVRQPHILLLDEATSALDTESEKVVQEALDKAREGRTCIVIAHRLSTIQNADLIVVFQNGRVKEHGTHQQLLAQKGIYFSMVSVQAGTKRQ
Bim-Bfl-1: inhibitors of Bim-Bfl-1 interaction, human. Bead-based flow cytometry, Bim-Bfl-1 binding inhibition. inhibition, % at 10 µM. 190,000 tested, 0.12% active. AID 1008;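 further: 0% = wells without compound plus tracer and 100% = blocker peptide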
RGS4-Gao reg: modulates binding of RGS4 to human Galphao; Multiplexed bead flow cytometry; actives lie on both sides; binding response (% of control), % at 10 µM; 220,000 tested, 0.33% active; AID 1415; in the data active means binding response below about 49% or above about 150%; inactive means in between;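 further: fluorescent Galphao activated with aluminum fluoride binding bead-coupled RGS4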
GSH fluor: GSH bead compound fluorescence profile | 190,000 tested, 0.25% active | GSH beads flow cytometry, compound fluorescence 488/530 nm; stronger effect = higher value | fluorescence (KMESF) at 10 µM | AID 1776; in the data active means fluorescence above about 89;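 further: glutathione beads carrying GST-tagged Bcl family fusion proteins plus one bare bead set; values are compound well signal with DMSO vehicle wells as background; inactives centre near 16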
Bcl-B Bim block: inhibitors of Bim-Bcl-B interaction, human; Q9HD36; bead-based flow cytometry, Bim peptide-Bcl-B binding; inhibition, % at 10 µM; 190,000 tested, 0.073% active; AID 951;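 further: 0% = tracer peptide without compound and 100% = reference inhibitor peptide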
Bim-Bcl-2: human Bim-Bcl-2 interaction inhibition. P10415. Bead-based flow cytometry, Bim peptide-Bcl-2 binding. inhibition, % at 10 µM. 190,000 tested, 0.06% active. AID 950; in the data active means inhibition above about 40%;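 further: 0% = no compound wells with probe peptide and 100% = reference peptide inhibitor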
RGS7-Gao: regulators of human RGS7-Galphao interaction; P09471; binding response (% of control), % at 10 µM; 220,000 tested, 0.35% active; Multiplexed bead flow cytometry, RGS7-Galphao binding; actives lie on both sides; in the data active means binding response below about 49% or above about 150%;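 further: fluorescent Galphao held in activated GDP-AlF4 state binding bead-coupled RGS7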
Bcl-XL Bim block: human Bim-Bcl-XL interaction inhibition | Q07817 | Bim peptide-Bcl-XL binding, bead flow cytometry, fluorescence | inhibition, % at 10 µM | 190,000 tested, 0.04% active | AID 1007
Avidin bead fluor: avidin bead compound fluorescence profile. fluorescence (KMESF) at 10 µM. AID 1775. 220,000 tested, 0.38% active. Avidin beads, compound fluorescence 488/530 nm, flow cytometry; stronger effect = higher value; in the data active means fluorescence above about 47; further: inactives centre near 10
Bim-Bcl-W: human Bim-Bcl-W interaction inhibition | Q92843 | AID 952 | inhibition, % at 10 µM | 190,000 tested, 0.02% active | bead-based flow cytometry, Bim peptide-Bcl-W binding;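 further: 0% = bound tracer without compound and 100% = peptide blocker; higher means less fluorescent Bim peptide bound to Bcl-W beads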
An asterisk follows results filed as active. Unless noted, no stated cut-off is given here; in the data, active means inhibition above about 40%.

SMILES | ABCG2 block | ABCB1 inh | Bim-Bfl-1 | RGS4-Gao reg | GSH fluor | Bcl-B Bim block | Bim-Bcl-2 | RGS7-Gao | Bcl-XL Bim block | Avidin bead fluor | Bim-Bcl-W
CCC1Oc2ccc(C)cc2N(CC(=O)N(Cc2ccc3c(c2)OCO3)CC2CCCO2)C1=O (stereo unspecified) | 1 | 1.4 | -1 | 93 | 17 | -3 | -1 | 95 | -7 | 25 | -2
COc1cc(/C=C/C(=O)O)cc(S(=O)(=O)NCc2ccc3c(c2)OCO3)c1OC | 2 | 0.6 | -3 | 99 | 14 | 0 | -4 | 107 | -3 | 13 | 0
CCOc1ccc(Cl)cc1S(=O)(=O)n1cnc2cc(C)c(C)cc21 | 2 | 0.8 | -7 | 98 | 31 | -7 | -9 | 98 | -1 | 10 | -1
Cn1ncc(Cl)c(Oc2ccc(Cl)cc2)c1=O | 4 | 5.1 | -3 | 100 | 10 | -8 | -1 | 102 | -10 | 6 | -2
Cc1nn(CC(=O)NC2C(=O)N3C(C(=O)O)=C(CSc4nnnn4C)CSC23)cc1Br (stereo unspecified) | 16 | -0.2 | -2 | 94 | 14 | -20 | -5 | 94 | -3 | 6 | -3
Cc1cc2c(=O)n(NC(N)=O)c(C)nc2s1 | 0 | 0.3 | -6 | 96 | 55 | -4 | -5 | 96 | -1 | 8 | -2
O=C(c1ccccc1)N1CCN(C(=O)N2CCCCC2)CC1 | 21 | 0.9 | -14 | 98 | 19 | -5 | -8 | 96 | -4 | 22 | 0
COC(=O)c1ccc(C)c(NC(=O)Cc2ccc([N+](=O)[O-])cc2)c1 | 1 | 0.1 | -5 | 109 | 30 | -8 | -4 | 106 | -3 | 13 | -4
O=C(CSc1ccc(-c2ccccc2)nn1)c1ccccc1 | -12 | -1.4 | -8 | 98 | 15 | -14 | 0 | 99 | -6 | 17 | -5
O=C(C1CC1)N1CCN(c2nc3ccccc3s2)CC1 | 7 | 0.9 | -6 | 104 | 25 | -4 | -2 | 105 | -1 | 29 | -1
CC(=O)NCCOc1c(C)cc(S(N)(=O)=O)cc1C | 1 | 0.3 | -4 | 103 | 44 | -4 | -5 | 104 | 0 | 10 | 0
CCN(CCNC(=O)C1CCN(c2nnc(-n3cccc3)s2)CC1)c1ccccc1 | 3 | 0.5 | -9 | 101 | 25 | -7 | -4 | 105 | -3 | 6 | 0
COc1ccc(C(C)=O)cc1CN1C(=O)NC2(CCCC2)C1=O | 2 | 0.3 | -2 | 109 | 17 | -4 | 1 | 107 | -3 | 29 | 0
Cc1cccc(OCC(=O)NCc2ccncc2)c1C | 0 | 0.0 | -10 | 102 | 21 | -3 | -9 | 100 | -5 | 9 | 0
COc1ccc(Cn2c(CCC(=O)NCc3ccco3)nc3cccnc32)cc1 | 8 | 0.0 | -21 | 103 | 34 | -10 | -12 | 100 | -11 | 13 | -1
CC1(C)CC(=O)C(C(C2=C(O)CC(C)(C)CC2=O)c2cccc(O)c2)C(=O)C1 (stereo unspecified) | -2 | -0.9 | 1 | 96 | 75 | 0 | -3 | 95 | 0 | 8 | 0
Cc1cccc(N2CCN(C(=O)CCN3C(=O)C4C5C=CC(C5)C4C3=O)CC2C)c1 (stereo unspecified) | 3 | 0.0 | -6 | 99 | 16 | -4 | -3 | 93 | -4 | 6 | -4
Cc1ccc2nc3c(cc(C#N)c(=O)n3CC3CCCO3)c(=O)n2c1 (stereo unspecified) | 4 | 0.5 | -1 | 98 | 10 | -2 | -5 | 103 | -2 | 38 | -3
COc1ccc(S(=O)(=O)N2CCOCC2)cc1C(C)C | 1 | 0.4 | -4 | 96 | 51 | 0 | -3 | 93 | -3 | 12 | -3
Cc1ccc(-c2c3c(nc4sc(C(N)=O)c(N)c24)CCC3)cc1 | 5 | 1.5 | -2 | 103 | 11 | -2 | -2 | 103 | -2 | 38 | -3
C=CCn1c(SCC(=O)N2CCOCC2)nc(O)cc1=O | 1 | 0.2 | -2 | 98 | 9 | -2 | 0 | 101 | -1 | 10 | 0
Cc1nc(C)c(C(=O)Nc2cccc(C)c2C)o1 | 0 | 0.1 | -5 | 98 | 25 | -12 | -3 | 106 | -6 | 6 | 0
COc1cc(CCCN2C(=S)NC[C@H]2Cc2ccc(O)cc2)cc(OC)c1OC | 3 | 0.5 | -1 | 103 | 20 | -7 | 4 | 114 | 0 | 4 | 2
COc1ccc(NC(=O)CC(Cc2ccccc2)C(=O)O)cc1 (stereo unspecified) | 2 | 0.5 | -7 | 108 | 25 | -6 | -5 | 106 | -1 | 5 | 2
O=C1CC(NC23CC4CC(CC(C4)C2)C3)C(=O)N1c1ccc2c(c1)OCO2 (stereo unspecified) | -1 | 0.3 | -11 | 99 | 39 | -6 | -6 | 102 | -9 | 7 | 0
O=C(N[C@@H](c1ccccc1)[C@@H]1C[C@H]1C(=O)O)OCc1ccccc1 | -4 | 0.2 | 1 | 88 | 17 | 0 | 0 | 91 | 0 | 7 | 1
Cc1ccc(CN2C(=O)CCC2C(=O)NCCCN2CCCCC2C)cc1 (stereo unspecified) | 32 | 2.6 | -12 | 100 | 16 | -5 | -8 | 99 | -2 | 13 | 0
COC(=O)N/N=C/c1cc(Cl)cc(Cl)c1OCc1ccccc1F | 23 | 1.7 | -3 | 102 | 14 | -2 | -1 | 99 | -3 | 10 | -4
CCCCOC(=O)Cn1c2ccc(OC)cc2c2nc3ccccc3nc21 | 17 | 1.4 | -11 | 94 | 16 | -7 | -8 | 98 | -5 | 7 | 1
COc1ccc(C(C(=O)NC2CCCCC2)N(C(=O)c2sc(C)nc2C)c2ccccc2C)cc1 (stereo unspecified) | 0 | 0.0 | -10 | 99 | 21 | -5 | -9 | 107 | 2 | 19 | 0
CC(=O)Nc1ccc(OC(F)(F)C(F)C(F)(F)F)c(NC(C)=O)c1 (stereo unspecified) | -1 | -2.3 | 2 | 94 | 36 | 3 | 1 | 94 | -12 | 1 | 3
O=C(CCCOc1ccc(Cl)cc1Cl)Nc1cccnc1 | 2 | 0.4 | 0 | 105 | 16 | 1 | 0 | 102 | -8 | 34 | -3
CC(C)(C)NC(=O)CN(C(=O)C1CSC(=O)C1)c1ccccc1F (stereo unspecified) | 3 | 0.8 | -2 | 99 | 21 | 0 | -1 | 103 | -1 | 5 | 0
N#CC1(C#N)CC(C=O)=C(N)C1(C#N)CC(=O)c1ccc(F)cc1 (stereo unspecified) | 15 | 1.0 | -19 | 92 | 21 | -15 | -10 | 91 | -11 | 25 | -6
NC(=O)COC(=O)CC12CC3CC(CC(C3)C1)C2 | -1 | 0.1 | -5 | 101 | 17 | -4 | -2 | 102 | -2 | 10 | -1
COc1ccc([N+](=O)[O-])cc1NC(=O)C(C)Sc1nc(C)c(C)c(C)n1 (stereo unspecified) | 16 | 13 | 1 | 102 | 8 | -13 | -1 | 109 | -5 | 5 | -7
CCOC(=O)Cc1csc(NC(=O)COc2ccc(C)c(C)c2)n1 | 16 | -1.7 | -5 | 99 | 15 | -7 | -7 | 98 | -4 | 10 | -3
Cc1cc2ccccc2c(=O)n1CC(=O)NCC(=O)N1CCN(c2cccc(Cl)c2)CC1 | 2 | 0.3 | -5 | 98 | 12 | -9 | -7 | 96 | -7 | 21 | -4
CN1CCc2nc(SCC(=O)Nc3ccc(F)cc3)c(C#N)cc2C1 | 6 | 1.7 | 0 | 92 | 21 | 1 | 2 | 89 | -1 | 23 | 3
COC(=O)Cc1c(C)nc2nc(-c3ccccc3)[nH]n2c1=O | -1 | -0.2 | -14 | 97 | 38 | -8 | -8 | 96 | -9 | 13 | -4
Cc1cc(N2CCN(c3ccccc3)CC2)n2nnnc2n1 | 0 | -0.2 | -3 | 111 | 13 | -2 | 1 | 105 | -1 | 41 | 0
CC(NC(=O)c1ccccc1N)c1ccccc1 (stereo unspecified) | 9 | 0.4 | -5 | 102 | 13 | 0 | -3 | 98 | -1 | 11 | -1
CC(C)OCCCNC(=O)C1CCC(=O)N1C1CCCC1 (stereo unspecified) | 1 | 0.1 | -9 | 101 | 4 | -4 | -4 | 101 | -6 | 7 | 1
S=c1[nH]ncc2ccccc12 | 21 | 2.8 | -9 | 101 | 20 | -10 | -11 | 103 | -7 | 39 | -2
CCCCOc1ccc(-c2cc(C(=O)NNC(=S)NCC)c3ccccc3n2)cc1 | -1 | -0.6 | -6 | 97 | 17 | -10 | -5 | 100 | -6 | 7 | -1
CCCCn1nnc(NC(=O)c2ccc(-c3cccc(Cl)c3)o2)n1 | -1 | -0.4 | -2 | 101 | 18 | 0 | -5 | 101 | 0 | 31 | -3
Cc1ccc(C)c(NC(=O)CSc2nnc(CCCCCNC(=O)OC(C)(C)C)o2)c1 | 5 | 1.5 | 1 | 100 | 17 | 3 | 2 | 98 | 0 | 29 | 2
Oc1c(I)cc(Cl)c2cccnc12 | 0 | -0.7 | 18 | 99 | 16 | -19 | 10 | 100 | -2 | 11 | 7

Whole records from above:
CN1CCc2nc(SCC(=O)Nc3ccc(F)cc3)c(C#N)cc2C1 in the list: ABCG2 block = 6; ABCB1 inh = 1.7; Bim-Bfl-1 = 0; RGS4-Gao reg = 92; GSH fluor = 21; Bcl-B Bim block = 1; Bim-Bcl-2 = 2; RGS7-Gao = 89; Bcl-XL Bim block = -1; Avidin bead fluor = 23; Bim-Bcl-W = 3
CCCCn1nnc(NC(=O)c2ccc(-c3cccc(Cl)c3)o2)n1 in the list: ABCG2 block = -1; ABCB1 inh = -0.4; Bim-Bfl-1 = -2; RGS4-Gao reg = 101; GSH fluor = 18; Bcl-B Bim block = 0; Bim-Bcl-2 = -5; RGS7-Gao = 101; Bcl-XL Bim block = 0; Avidin bead fluor = 31; Bim-Bcl-W = -3

Some of these compounds in order of the RGS4-Gao reg value, descending.
SMILES	RGS4-Gao reg
CCOC(=O)Cc1csc(NC(=O)COc2ccc(C)c(C)c2)n1	99
Cc1cc2ccccc2c(=O)n1CC(=O)NCC(=O)N1CCN(c2cccc(Cl)c2)CC1	98
CN1CCc2nc(SCC(=O)Nc3ccc(F)cc3)c(C#N)cc2C1	92

More results follow.
SMILES | ABCG2 block | ABCB1 inh | Bim-Bfl-1 | RGS4-Gao reg | GSH fluor | Bcl-B Bim block | Bim-Bcl-2 | RGS7-Gao | Bcl-XL Bim block | Avidin bead fluor | Bim-Bcl-W
COc1ccccc1Nc1c([N+](=O)[O-])cncc1[N+](=O)[O-] | 2 | 0.8 | -15 | 91 | 48 | -5 | -7 | 92 | -8 | 10 | -5
Cc1ccc(/C=C2/NC(=O)N(Cc3ccc(Br)cc3)C2=O)o1 | 0 | 0.0 | 21 | 96 | 8 | -2 | 9 | 98 | 0 | 2 | 3
O=C(NCC1CCCO1)c1ccc(COc2ccc(Cl)cc2)cc1 (stereo unspecified) | 7 | 0.8 | -2 | 101 | 15 | -1 | 1 | 92 | -1 | 9 | 1
O=c1c2cc(F)ccc2[nH]c(=S)n1CCCN1CCOCC1 | 16 | 0.4 | -19 | 103 | 23 | -8 | -9 | 100 | -8 | 24 | -1
CCC(C(=O)NCc1ccc(F)cc1)N(Cc1ccco1)C(=O)c1snc(C(N)=O)c1N (stereo unspecified) | 3 | 2.1 | -11 | 96 | 16 | -7 | -4 | 100 | -5 | 8 | -3
NC(=O)CSc1nnc(-c2ccc(S(=O)(=O)N3CCCC3)cc2)n1CC1CCCO1 (stereo unspecified) | -4 | -0.2 | -12 | 100 | 23 | -6 | -6 | 102 | -1 | 10 | -1
